Assay outcomes from PubChem BioAssay.
SNCA expr inh – reduces expression of the alpha-synuclein gene. HEK-293 SNCA-luciferase knock-in, luminescence, 24 h. Potency, µM (titrated, usually from 57.2 µM), inactives show at the top dose activity change, negative = inhibition, usual class: inhibitors. actives 0.17% (n = 140,000). AID 1671194;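 further: potency means the concentration at half of the fitted maximal effect; plate controls were DMSO cells for no effect and cell-free wells for full effect; nearly all actives have a fitted effect of over 45% in size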
FLuc inh – Photinus pyralis luciferase inhibition; actives 2.5% (n = 76,000); Potency, µM (highest dose often 115 µM), without a hit: at the highest dose activity change, negative = inhibition, actives largely listed as inhibitors; AID 1347043; purified P. pyralis luciferase, luminescence, biochemical; further: potency means the concentration at half of the fitted maximal effect; nearly all actives have a fitted effect of over 65% in size
Target sequence (P08659 whole entry, looked up): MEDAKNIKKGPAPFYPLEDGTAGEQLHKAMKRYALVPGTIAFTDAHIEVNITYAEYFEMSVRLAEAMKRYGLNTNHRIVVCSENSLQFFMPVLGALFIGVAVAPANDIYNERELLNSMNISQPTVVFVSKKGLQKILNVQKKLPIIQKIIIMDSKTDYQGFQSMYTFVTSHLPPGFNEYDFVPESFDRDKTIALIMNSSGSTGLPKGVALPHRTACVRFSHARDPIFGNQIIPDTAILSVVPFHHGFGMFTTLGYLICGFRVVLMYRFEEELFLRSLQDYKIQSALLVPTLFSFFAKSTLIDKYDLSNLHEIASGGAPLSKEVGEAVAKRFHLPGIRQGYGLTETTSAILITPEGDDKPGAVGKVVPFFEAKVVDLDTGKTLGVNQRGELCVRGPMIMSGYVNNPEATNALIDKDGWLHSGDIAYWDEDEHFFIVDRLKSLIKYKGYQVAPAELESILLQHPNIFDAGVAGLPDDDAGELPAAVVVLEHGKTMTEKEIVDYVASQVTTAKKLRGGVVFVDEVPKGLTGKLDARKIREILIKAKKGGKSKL
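Purified 10nM P. pyralis luciferase with 10uM D-luciferin and 10uM ATP in 50mM Tris acetate pH 7.5, 10mM Mg acetate, 0.01% Tween-20, 0.05% BSA. qHTS titration; luminescence read by CCD imager.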
GPT2 inh – inhibitors of human GPT2 alanine aminotransferase; Q8TD30; Recombinant GPT2, coupled pyruvate oxidase/HRP Amplex Red fluorescence; Potency, µM (series often up to 57.7 µM), for inactives: top-dose activity change, negative = inhibition, most hits filed as inhibitors; actives 0.25% (n = 100,000); further: potency means the concentration at half of the fitted maximal effect; nearly all actives have a fitted effect of over 60% in size; many of its hits are not listed in these tables
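Fluorescence read-out: pyruvate from GPT2 turnover coupled to pyruvate oxidase, HRP and Amplex Red (0.2mM ThPP, 0.2U/mL PO and HRP, 50uM Amplex final). Substrates 250uM a-KG, 2mM L-alanine; enzyme 10ng/uL; 30 min RT.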
IP6K1 inhibitor – blocks human inositol hexakisphosphate kinase 1. Q92551. actives 0.81% (n = 140,000). IP6K1 kinase, ADP-Glo luminescence, 2 h; stronger effect = lower value. activity change, % (series mostly up to about 58 µM); in the data active means activity change below about -25%
Target sequence (Q92551 whole entry, looked up): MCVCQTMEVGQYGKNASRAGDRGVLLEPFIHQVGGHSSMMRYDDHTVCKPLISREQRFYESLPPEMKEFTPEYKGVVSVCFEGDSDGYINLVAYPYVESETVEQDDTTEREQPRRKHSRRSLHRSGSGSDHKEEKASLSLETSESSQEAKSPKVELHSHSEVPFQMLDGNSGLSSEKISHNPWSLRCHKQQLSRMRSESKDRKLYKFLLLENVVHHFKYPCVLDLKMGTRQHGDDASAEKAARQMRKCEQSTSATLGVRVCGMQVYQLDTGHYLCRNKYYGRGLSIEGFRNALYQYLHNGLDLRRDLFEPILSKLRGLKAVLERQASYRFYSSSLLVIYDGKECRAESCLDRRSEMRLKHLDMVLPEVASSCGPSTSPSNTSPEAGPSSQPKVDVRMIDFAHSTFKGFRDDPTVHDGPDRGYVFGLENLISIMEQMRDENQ
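ADP-Glo luminescence measures ADP made by human IP6K1 during a 2 h RT reaction with ATP/IP6 (mix at 1.3 mM/130 uM); top library doses 57.5 and 19.1 uM final.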
HEK cytotox – cytotoxic compounds in HEK 293 cells. HEK 293 viability, ATP luminescence (CellTiter-Glo), 48-72 h. Potency, µM (titrated, usually from 115 µM), inactives show at the highest dose activity change, negative = cytotoxicity, most hits filed as inhibitors. actives 6.6% (n = 94,000). AID 1345083; further: potency means the concentration at half of the fitted maximal effect; nearly all actives have a fitted effect of over 60% in size
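Viability of HEK 293 cells, plated at 250 cells/well, was judged by cellular ATP after compound treatment for 48 or 72 hr. Luminescence was imaged 10 min after CellTiter-Glo addition at room temperature.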
SNCA viab count – cell viability loss counter-screen. HEK-293-SNCA-luc viability, GF-AFC fluorescence, 24 h. Potency, µM (series often up to 57.1 µM), for inactives: at the top dose activity change, negative = cytotoxicity, most hits filed as cytotoxic. actives 0.12% (n = 150,000). AID 1671193;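 further: potency means the concentration at half of the fitted maximal effect; 0% = DMSO-treated cells and -100% = medium-only wells without cells; nearly all actives have a fitted effect of over 30% in size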
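HEK-293-SNCA-luc cells (1500/well) plated 24 h, then exposed 24 h to a dilution series; GF-AFC added 30 min at 37C, fluorescence 405/540 nm; normalised to medium-only and DMSO wells, Hill fit.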
NIH3T3 tox – kills NIH 3T3 cells; NIH 3T3 viability, CellTiter-Glo ATP luminescence, 48-72 h; Potency, µM (highest dose often 96.7 µM), without a hit: at the highest dose activity change, negative = cytotoxicity, actives largely listed as inhibitors; actives 4.3% (n = 94,000); AID 1345082; further: potency means the concentration at half of the fitted maximal effect; nearly all actives have a fitted effect of over 55% in size
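Mouse fibroblast NIH 3T3 cells, 400 per well, received compound via pintool and were incubated for 48 or 72 hr prior to CellTiter-Glo ATP luminescence measurement.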
Active calls of the source: *; i = inactive; ? = inconclusive; nt = no result given; & = joins results of further samples; [ ] = remark or other dose. Unless noted, the call rests on the fitted dose curve; in most records, active means well fitted curve in the direction sought with a large enough effect; inconclusive means small, poorly fitted or top-dose-only effect, or another doubt; inactive means no such curve, though single readings can be large; an effect the other way counts as inactive or inconclusive. Unless noted, on the % scale 0 is the no-effect control and ±100 the full control effect.

Compound	IP6K1 inhibitor	SNCA expr inh	FLuc inh	HEK cytotox	NIH3T3 tox	SNCA viab count	GPT2 inh
Cn1ncc2c(C(=O)NCCCc3ccccc3)cc(-c3cccc(C(F)(F)F)c3)nc21	3	nt	nt	?	?	nt	nt
C=C1C(=O)O[C@@H]2/C=C(\C)CC/C=C(\C)CC[C@@H]12	-2	nt	nt	nt	nt	?	i
O=C(NCc1ccccc1Cl)C(=O)NCC(c1cccs1)S(=O)(=O)c1cccs1 (configuration not stated)	9	-20%	nt	nt	nt	-1%	nt
CCCn1cc(C2CCN(S(=O)(=O)c3ccccc3Cl)CC2)c2ccccc21	25	-19%	-5%	?	-33%	8%	-4%
CC(C)(C)C(=O)Nc1ccc2nc(SCC(=O)N3CCc4ccccc43)sc2c1	0	3%	nt	nt	nt	32%	nt
COCCCn1c(SCC(=O)Nc2ccccc2OC)nc2c(sc3ccccc32)c1=O	24	-9%	nt	nt	nt	-14%	nt
COc1ccc(-c2noc([C@@H]3CCCN3C(=O)c3ccccc3F)n2)cc1OC	12	12%	-4%	-17%	-11%	7%	-3%
Cc1ccccc1CNC[C@H]1O[C@@H]2C[C@@H](CC(=O)N3CCOCC3)O[C@@H]2[C@@H]1O	9	-13%[87.6 µM]	0%[172 µM]	-1%[172 µM]	1%[174 µM]	-12%[87.6 µM]	0%[88.5 µM]
CC(C)CNC(=O)C(=O)Nc1c2c(nn1-c1ccccc1)CS(=O)(=O)C2	-20	-2%	nt	nt	nt	2%	nt
Cc1cnn(CCC(=O)N2CCCCCCNC(=O)CC2)c1	-18	9%	8%	i	-2%	-1%	i
CC(C)(C)c1ccc(C(=O)Nc2nc3c(s2)C[C@@H]2[C@](C)(CO)[C@H](O)CC[C@@]2(C)[C@@H]3CC(=O)N2CCOCC2)cc1	-8	0%	-18%	?	35µM*	-5%	i
CCN1C(=O)C(CC(=O)N2CCCCCC2)Sc2ncccc21 (configuration not stated)	4	-19%	-7%	-12%	-8%	-8%	0%
CCOc1ccc(C(=O)NCC(c2ccc3c(c2)OCO3)N2CCN(c3ccccc3F)CC2)cc1 (configuration not stated)	45	-28%	nt	nt	nt	-27%	nt
COc1cc(NC(=O)c2ccc3oc(=O)c(S(=O)(=O)c4ccccc4)cc3c2)cc(OC)c1	10	-12%	nt	nt	nt	9%	nt
COc1cccc(-c2noc(CC3CCN(C(=O)c4ccc(F)cc4)CC3)n2)c1	4	-18%	3%	?	?	0%	i
CN1C(=O)C(CC(=O)NCc2cccnc2-n2ccnc2)N(C)C1=O (configuration not stated)	1	7%	3%	3%	5%	0%	?
Cn1cc(C(=O)OCC2CCN(CCNS(C)(=O)=O)CC2)c2ccccc21	nt	-16%	nt	nt	nt	2%	1%
O=C(c1cncnc1)N1CC[C@H](c2nc3ccc(F)cc3[nH]2)C1	12	4%[87.6 µM]	0%[172 µM]	-6%[172 µM]	-8%[138 µM]	5%[87.6 µM]	3%[88.5 µM]
Fc1ccc(-c2cc(CC3(NCc4ccco4)COC3)no2)cc1	-7	-3%[87.6 µM]	-23%[172 µM]	89µM*	?	3%[87.6 µM]	-4%[88.5 µM]
CCc1ccc(NC(=O)c2ccc(F)c(S(=O)(=O)N3CCC(C)CC3)c2)cc1	18	1%	nt	nt	nt	3%	nt
CCc1ccccc1NC(=O)CSc1ncc(S(=O)(=O)c2ccc(C(C)C)cc2)c(N)n1	0	?	nt	nt	nt	-22%	nt
O=C(Nc1ccccc1)[C@H]1O[C@H](CCN2CCN(c3ccccc3)CC2)CC[C@@H]1O	1	-20%[87.6 µM]	2%[172 µM]	?	-23%[174 µM]	-17%[87.6 µM]	i
CC(C)(C)C(=O)C(Oc1ccc(Cl)cc1)n1ccnc1 (configuration not stated)	3&4	-44%[25.6 µM]	nt	nt	nt	-19%	i
COc1cccc(CNC(=O)c2nnn(CC(=O)Nc3cc(Cl)ccc3C)c2N)c1	9	-1%	nt	nt	nt	-5%	nt
O=C(CN1C(=O)NC2(CCOCC2)C1=O)Nc1cccc(Br)c1	30	12%	-4%	-9%	4%	7%	i
O=C(NCC1CCCCC1)C1CCCCN1Cc1ccc(-c2ccsc2)cc1 (configuration not stated)	-3	?	nt	?	?	-19%	-3%
OCC1CN(Cc2ccccc2)CC12CCN(Cc1ccccn1)CC2 (configuration not stated)	23	-8%	-1%	?	?	-7%	-15%
Cc1ccccc1NS(=O)(=O)c1ccc2c(c1)NC(=O)CCS2	-7	-1%	nt	nt	nt	5%	nt
Cc1ccc(OC2(C(=O)N3CCCC3c3nccs3)CCNCC2)cc1 (configuration not stated)	1	7%	0%	i	0%	0%	i
COCC(=O)N1CCN(C(=O)c2nc3cccnc3n(CC(C)C)c2=O)CC1	0	15%	nt	1%	-11%	-1%	2%
O=C(Cc1ccc(Cl)cc1)N1CC(c2nnc(-c3ccncc3)o2)C2(CCOCC2)C1 (configuration not stated)	13	17%	-3%	-20%	-10%	8%	i
CCOC(=O)c1ccccc1NC(=O)Cn1ccn2nc(-c3ccc(OCC)cc3)cc2c1=O	-13	-7%	nt	nt	nt	-3%	nt
O=C(CCC(F)(F)F)N1CCC(CCC(=O)N2CCC(Cc3ccccc3)CC2)CC1	1	12%	9%	?	?	-3%	?
Cc1nn(-c2ccccc2)c2c1C(C1CC1)N(C1CN([S+](=O)([O-])c3c(C)noc3C)C1)C2=O (configuration not stated)	24	nt	nt	-3%	0%	nt	nt
CC1=C[C@@H](CC#N)[C@H](C(C)C)C[C@H]1CC(=O)N1CCN(CCO)CC1	-11	-4%[87.6 µM]	5%[172 µM]	-10%[172 µM]	-18%[174 µM]	-2%[87.6 µM]	-3%[88.5 µM]
O=C1CC2(CCN(c3cncc(C(=O)N4CCCCC4)n3)C2)C(=O)N1 (configuration not stated)	16	0%	11%	-21%	-1%	-9%	2%
COCCNC(=O)N1CCC(C2CCNC2)CC1 (configuration not stated)	14	6%	0%	0%	-3%	8%[12.5 µM]	i
CCCN1C(=O)c2[nH]nc(-c3ccccc3O)c2C1c1cccc(OCc2ccccc2)c1 (configuration not stated)	0	?	nt	nt	nt	-20%	nt
COc1ccc(C(=O)N2CCCC(c3nc(C4CCOCC4)no3)C2)cc1OC (configuration not stated)	10	-36%	-11%	-6%	-13%	-4%	0%
O=C(c1ccccn1)N1CCC2(CC1)CC(N(Cc1ccc(F)cc1)C1CC1)CCO2 (configuration not stated)	4	1%	0%	?	-16%	-4%	i
NC[C@@H]1O[C@H](c2ccccc2)Cc2c1ccc(O)c2O	nt	5%	nt	nt	nt	-5%	20µM*
Cc1ccc(C(=O)N2CCC(N3C(=O)CCC3C(=O)NC(C)C)CC2)c(C)c1 (configuration not stated)	23	5%	1%	-9%	-14%	2%	i
COc1ccc(NC(=O)C2CCN(S(=O)(=O)c3ccc4c(c3)CCCC(=O)N4)CC2)cc1Cl	-4	-8%	nt	nt	nt	13%	nt
CCC(CC)[C@H](NC(C)=O)[C@@H]1[C@H](O)[C@@H](C(=O)O)C[C@@H]1N=C(N)N	nt	6%	nt	nt	nt	4%	0%
CCN(CC)Cc1cnc2c(C(=O)NC(C)c3ccccc3)cnn2c1 (configuration not stated)	0	-12%	2%	-10%	3%	5%	3%

Already shown: an excerpt of the list.
Compound	IP6K1 inhibitor	SNCA expr inh	FLuc inh	HEK cytotox	NIH3T3 tox	SNCA viab count	GPT2 inh
O=C(Cc1ccc(Cl)cc1)N1CC(c2nnc(-c3ccncc3)o2)C2(CCOCC2)C1 (configuration not stated)	13	17%	-3%	-20%	-10%	8%	i
CCOC(=O)c1ccccc1NC(=O)Cn1ccn2nc(-c3ccc(OCC)cc3)cc2c1=O	-13	-7%	nt	nt	nt	-3%	nt
O=C(CCC(F)(F)F)N1CCC(CCC(=O)N2CCC(Cc3ccccc3)CC2)CC1	1	12%	9%	?	?	-3%	?
Cc1nn(-c2ccccc2)c2c1C(C1CC1)N(C1CN([S+](=O)([O-])c3c(C)noc3C)C1)C2=O (configuration not stated)	24	nt	nt	-3%	0%	nt	nt

Other entries.
Compound	IP6K1 inhibitor	SNCA expr inh	FLuc inh	HEK cytotox	NIH3T3 tox	SNCA viab count	GPT2 inh
COC(=O)CNC(=O)c1cc(-c2ccccc2)nc2c1cnn2C	-8	-16%[87.6 µM]	nt	-5%[172 µM]	-29%[138 µM]	-15%[87.6 µM]	-5%[88.5 µM]
CC(=O)O[C@@H]1C[C@]2(C)[C@@]3(CCC4[C@@]5(C)CC[C@H](O[C@@H]6O[C@H](C(=O)O)[C@@H](O)[C@H](O[C@@H]7O[C@H](CO)[C@H](O)[C@H](O)[C@H]7O[C@@H]7O[C@@H](C)[C@H](O)[C@@H](O)[C@H]7O[C@@H]7OC[C@](O)(CO)[C@H]7O)[C@H]6O[C@@H]6O[C@H](CO)[C@H](O)[C@H](O)[C@H]6O)C(C)(C)C5CC[C@]42C)O[C@@H](O)[C@]12C3CC(C)(C)[C@@H](OC(=O)/C=C/c1ccc(O)c(O)c1)[C@@H]2OC(=O)/C=C/c1ccccc1 (some centres not stated)	1	nt	nt	nt	nt	7%[12.5 µM]	i[11.5 µM]
CC1(Cc2ccc3c(c2)OCO3)CCCN(C(=O)c2cncc(Cl)c2)C1 (configuration not stated)	26	4%	-8%	32µM*	?	-11%	-32%
CCCS(=O)(=O)c1nc(S(=O)(=O)c2ccc(C)cc2)c(N(CC)CC)s1	30	-6%	nt	nt	nt	13%	nt
Cc1[nH]ncc1CNC(=O)C1CCCN(Cc2ccncc2)CCC(=O)NCC1 (configuration not stated)	-1	13%	-11%	-11%	-16%	4%	i
COc1ccc(-c2noc(-c3cccn3CC(=O)Nc3ccccc3C)n2)cc1F	-8	26%	7%	-10%	-1%	5%	i
COc1ccc(-c2cc3c(=O)n(CCNC(=O)c4ccsc4)ccn3n2)cc1	-5	16%	4.5µM*	?	-20%	-11%	0%
CNC(=O)C1CCN(C(=O)c2cc(COc3ccccc3OC)[nH]n2)C1 (configuration not stated)	-3	-15%	11%	-4%	i	3%	i
CCc1ccc(NC(=O)N2CCCC(c3noc(COc4ccccc4F)n3)C2)cc1 (configuration not stated)	0	63%[activator]	2.2µM*	?	?	-13%	i

Rows are unselected. Share with any hit: about 7.8%.
